Screening data from PubChem.
ADAM10 inh: ADAM10 inhibition, QFRET primary screen; O14672; recombinant ADAM10, EDANS/DABCYL FRET peptide cleavage, 3 h; inhibition, % at 7 µM; actives 0.62% (n = 370,000);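 active means inhibition above a per-campaign cutoff equal to the mean of compounds falling between control-based bounds plus 3 SD, cut at about 20% in these data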;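 further: 0% = DMSO wells while the 100% control is not disclosed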
Target sequence (O14672 214-748 limits assumed): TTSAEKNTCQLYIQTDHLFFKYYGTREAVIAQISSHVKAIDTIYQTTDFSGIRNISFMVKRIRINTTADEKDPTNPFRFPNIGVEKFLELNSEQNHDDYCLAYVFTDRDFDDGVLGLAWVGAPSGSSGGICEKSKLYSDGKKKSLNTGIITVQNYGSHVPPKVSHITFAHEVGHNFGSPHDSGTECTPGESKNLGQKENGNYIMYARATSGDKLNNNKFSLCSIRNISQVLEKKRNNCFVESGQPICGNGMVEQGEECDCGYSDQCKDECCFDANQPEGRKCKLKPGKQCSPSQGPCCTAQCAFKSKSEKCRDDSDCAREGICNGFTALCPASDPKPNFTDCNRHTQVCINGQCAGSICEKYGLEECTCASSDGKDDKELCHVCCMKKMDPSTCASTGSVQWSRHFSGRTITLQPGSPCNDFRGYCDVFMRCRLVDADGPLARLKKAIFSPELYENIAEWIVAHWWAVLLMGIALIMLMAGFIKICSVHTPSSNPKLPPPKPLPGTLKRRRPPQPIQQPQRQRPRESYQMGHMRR
FXN GAA850 act: increases GAA850 frataxin promoter reporter activity. HEK293 lucGAA850 FXN promoter luciferase reporter, 24 h; percent of 10 µM SAHA response. activation, % at 6 µM. actives 0.56% (n = 360,000). AID 540364;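 active means activation above the average of all compounds screened plus 3 SD, cutoff fixed separately per campaign, cut at about 7.5% in these data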;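 further: 0% = DMSO wells and 100% = 10 µM SAHA wells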
proKLK7 act: activators of human kallikrein-7 zymogen; P49862; purified proKLK7, EDANS-DABCYL substrate fluorescence; 100% is mature enzyme control, 0% vehicle; activation, % at 7 µM; actives 0.9% (n = 370,000); AID 652039;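 active means activation above the mean of all tested compounds plus 3 SD, computed per campaign excluding outliers beyond control limits, cut at about 13% in these data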
Target sequence (P49862 whole entry, looked up): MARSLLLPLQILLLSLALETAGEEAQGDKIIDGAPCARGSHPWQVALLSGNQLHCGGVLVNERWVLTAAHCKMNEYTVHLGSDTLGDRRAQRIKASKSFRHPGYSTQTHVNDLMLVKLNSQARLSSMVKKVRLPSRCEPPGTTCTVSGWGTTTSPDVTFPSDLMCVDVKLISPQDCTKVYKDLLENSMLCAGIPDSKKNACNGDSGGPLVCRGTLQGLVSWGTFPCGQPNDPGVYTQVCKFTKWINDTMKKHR
rCAG binder: molecules binding r(CAG) RNA repeats; r(CAG) RNA repeat, TO-PRO-1 dye displacement fluorescence; inhibition, % at 3 µM; actives 1.3% (n = 370,000);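 active means inhibition above the plate cutoff, the mean of all test compounds on that plate plus 3 SD, cut at about 35% in these data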;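 further: 0% = DMSO alone and 100% = 100 µM mitoxantrone as full dye displacement; higher means more dye released from RNA so lower well fluorescence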
NPR2 activator: GC-B (human) receptor activation | activation, % at 10 µM | HEK293-GC-B cells, CNP EC30, cGMP TR-FRET; 0% at EC30 CNP, 100% saturating CNP | P20594 | actives 0.11% (n = 370,000);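 active means activation at 10 µM reaching about 35% in either raw or pattern-adjusted values, limit read from the data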
NPR1 activator: GC-A (human) enzyme activation; P16066; HEK293 GC-A cells, cGMP TR-FRET, EC30 ANP; 0% at EC30 ANP, 100% saturating ANP; activation, % at 10 µM; actives 0.14% (n = 370,000); AID 1671463; in the data active means activation above about 40%
Tn6 DDE FP: DD(E)-Tn6 binding inhibition, primary FP screen; P02675; Fibrin DD(E) TRITC-Tn6 fluorescence polarization displacement; inhibition, % at 8.3 µM; actives 0.21% (n = 370,000); AID 720509;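 active means inhibition above a per-campaign cutoff: mean of compounds within control limits plus 3 SD, cut at about 15% in these data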;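 further: 0% = median of all compound wells on the plate and 100% = blocking peptide control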
ASAP1 inh: blocks human ASAP1-stimulated Arf1 GTP hydrolysis | Q9ULH1 | GDP FP detection | inhibition, % at 16.5 µM | actives 0.19% (n = 360,000) | AID 624377; in the data active means inhibition above about 25%;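 further: 0% = vehicle with enzyme and substrate and 100% = no enzyme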
HGIII-sPLA2 inh: Blocks human group III sPLA2 activity | Q9NZ20 | QFRET BODIPY PC-A2 liposome hydrolysis, fluorescence | inhibition, % at 12.2 µM | actives 0.56% (n = 370,000);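 active means inhibition above mean plus 3 SD of compounds lying within the high and low control bounds, cut at about 19% in these data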;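 further: 0% = median of test compound wells and 100% = no enzyme DMSO wells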
ARFGAP1 inh: inhibitors of rat ARFGAP1. Arfgap1-stimulated ARF1 GTP hydrolysis, GDP FP detection. inhibition, % at 16.5 µM. actives 0.26% (n = 360,000). AID 651572;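 active means inhibition above a per-plate limit, mean inhibition of low control wells plus 3 SD, cut at about 25% in these data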;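 further: 0% = DMSO wells with enzyme and 100% = wells lacking Arfgap1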
Target sequence (Q62848 1-136 limits assumed): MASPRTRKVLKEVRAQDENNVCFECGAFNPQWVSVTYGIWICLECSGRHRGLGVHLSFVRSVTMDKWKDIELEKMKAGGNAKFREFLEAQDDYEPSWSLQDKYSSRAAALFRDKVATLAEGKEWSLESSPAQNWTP
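Material – truncated rat Arfgap1 GAP domain · Buffer or medium – HEPES-based buffer, pH 7.5 · Reagent – human ARF1(Δ1-17)-GTP substrate · Dosing – 16.5 µM single point, 1.26% DMSO · Schedule – GTP hydrolysis reaction 2 h at 25 °C · Technique – GDP detection by fluorescence polarization · Benchmarks – No-Arfgap1 wells (100%) versus DMSO full-reaction wells (0%) · Repeats – single replicate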
Active calls of the source: *; · = not tested or not shown. Rows were taken by chance (roughly 4.5% active in at least one column).

molecule	ARFGAP1 inh	proKLK7 act	NPR2 activator	ADAM10 inh	ASAP1 inh	NPR1 activator	Tn6 DDE FP	HGIII-sPLA2 inh	rCAG binder	FXN GAA850 act
CCOC(=O)C1=C(C)N=c2s/c(=C/c3ccc(OCC(=O)O)cc3)c(=O)n2C1c1ccc(F)cc1 (stereo not given)	-4.2	1.1	-5.4	7.8	-17.0	-1.9	-2.0	-34.4	68.6*	2.5
Cc1cc(C)c(S(=O)(=O)c2cccc(Cl)c2)c(=O)[nH]1	-1.1	0.0	-0.9	-6.4	18.1	3.0	-4.6	-2.4	-2.5	-0.6
CC(OC(=O)/C=C/c1ccccc1)C(=O)NC1CCCCC1C (stereo not given)	-6.0	0.0	-0.8	-14.2	-10.8	1.1	-1.1	10.7	-1.7	-0.7
CCCN(CCC)CCN1C(=O)C2C(C(=O)Nc3ccc(C)cc3)C3C=CC2(O3)C1C(=O)NC1CCCCC1 (stereo not given)	2.8	0.3	2.5	1.0	0.2	-1.0	-5.0	1.0	-8.7	1.3
COc1cc(C(=O)NCc2cn3ccsc3n2)cc(OC)c1OC	-7.2	0.0	-0.7	-7.5	-6.3	1.4	2.8	1.9	-3.5	-0.1
COc1ccc(OC)c(N)c1	-10.5	0.4	0.6	-3.0	-4.2	-7.0	12.6	7.6	3.6	-0.9
Cc1c(C(=O)OCC(=O)Nc2cccc(S(N)(=O)=O)c2)oc2c1ccc1ccccc12	-2.2	-3.5	-1.4	-100.3	17.8	-2.3	-7.5	-40.7	31.2	0.8
Cn1c(Cc2ccccc2)nnc1SCC(=O)c1ccc(Br)s1	10.8	-0.5	5.4	7.8	-1.1	-4.5	-1.6	-41.2	-2.6	0.1
CCCCCC(=O)Nc1ccc(C(=O)CN2C(=O)NC3(CCCCCC3)C2=O)cc1	11.9	-0.2	-7.1	-3.1	12.5	-0.5	3.0	-8.1	-3.1	3.0
CC(C)(C)CC(=O)NCCCN1CCOCC1	-2.6	-0.4	1.3	-3.9	3.0	0.7	3.0	-1.4	-1.2	0.9
COc1ccccc1CNC(=O)/C=C/c1ccc(S(=O)(=O)NCc2ccco2)cc1	2.8	0.0	-5.0	0.2	0.7	0.9	0.8	-26.7	0.1	0.2
COCCCNC(=O)c1c(-c2ccccc2)noc1C	-1.4	0.1	0.6	0.1	-8.3	2.8	2.5	7.6	1.6	2.0
Fc1cccc(/C=C2\CCCC3=C2NC(=S)NC3c2cccc(F)c2)c1 (stereo not given)	10.4	-0.2	2.7	2.9	-14.8	-2.6	-3.1	13.1	11.6	0.4
Cc1ccc(Nc2nc(Cl)nc(NC(C)(C)C)n2)cc1	-4.6	0.6	-0.4	10.5	1.7	6.3	-1.8	3.3	-4.8	5.3
CCCCn1c(N)c(N(C)C(=O)c2ccc(OCC3CCCO3)cc2)c(=O)[nH]c1=O (stereo not given)	-0.8	0.5	3.2	-6.4	-1.6	3.7	-5.7	2.4	-0.4	1.9
O=C(NCc1cccnc1)c1cc(C2CCCCN2S(=O)(=O)c2ccc(F)cc2F)on1 (stereo not given)	9.4	-0.3	11.0	-14.2	4.3	-1.5	-3.9	0.2	-0.1	-0.2
O=C(Cn1nnc(N2CCOCC2)n1)NN=Cc1ccccc1Cl	-3.4	0.4	-3.2	-4.7	4.7	-1.9	3.4	-5.9	2.1	·
C=CCNC(=O)CN1CCN(C(c2ccccc2)c2ccccc2)CC1	3.9	0.0	-2.2	12.4	11.2	-6.8	1.3	7.9	-5.6	0.3
CCOc1ccc(-c2nc(CSCC(=O)NCC3CCCO3)c(C)o2)cc1 (stereo not given)	-1.6	0.0	-1.5	7.0	-6.7	0.0	-7.2	-0.1	-7.6	-3.8
O=C(O)c1cc(NC(=O)c2ccccc2F)cc(NC(=O)c2ccccc2F)c1	0.5	0.1	0.3	-9.2	8.2	2.7	1.1	11.1	8.0	2.2
CC(C)C(=O)N1CCC1(C)C(=O)Nc1ccc(-n2cncn2)cc1 (stereo not given)	7.4	-0.1	3.1	-17.4	2.9	-1.1	11.2	11.8	0.9	-1.1
CC(=O)c1ccc(N2CCN(C(=O)c3noc4c3CSc3ccccc3-4)CC2)cc1	-5.0	-0.2	-4.3	-0.9	-2.0	-3.8	-5.1	-13.4	3.5	-0.3
CCCOC(=O)C1=C(C)NC2=C(C(=O)CCC2)C1c1cccs1 (stereo not given)	7.4	0.4	-8.0	-98.4	10.7	-21.3	1.0	7.9	0.3	-1.7
COc1ccccc1NC(=O)c1cc([N+](=O)[O-])ccc1N1CCOCC1	3.4	0.2	-1.1	-5.1	-1.2	2.7	0.3	1.9	-5.3	2.2
CC1CCC(=O)N(CCC#N)CC1 (stereo not given)	-3.1	-0.3	4.9	-0.7	-8.2	1.1	0.4	9.9	-1.2	-0.2

Next section.
molecule	ARFGAP1 inh	proKLK7 act	NPR2 activator	ADAM10 inh	ASAP1 inh	NPR1 activator	Tn6 DDE FP	HGIII-sPLA2 inh	rCAG binder	FXN GAA850 act
C=CCNC(=O)c1ccsc1N	11.6	1.1	0.6	-44.4	-7.5	0.2	16.6*	10.4	0.0	·
C=CCNC(=S)N1CCC(C(=O)c2ccc(OC)cc2)CC1	5.9	-0.4	3.7	8.3	2.2	-1.1	0.2	6.8	-1.3	1.9
COc1ccc(CN2C(=O)CN=C2Nc2cccc(C)c2C)cc1	12.5	0.1	4.0	8.1	7.8	-0.4	5.3	10.3	4.1	-0.6
CC(=C\c1ccco1)/C=C(\C#N)C(=O)NCCc1c[nH]c2ccccc12	-3.7	-0.1	5.0	-2.8	5.6	-5.1	2.8	-99.4	13.3	-0.5
Cc1cccc(C)c1NC(=O)C(=O)c1cn(C)c2ccccc12	-0.1	0.1	0.3	2.4	3.0	-10.2	7.9	-0.9	-4.8	2.8
CN(C)CCOc1ccccc1C(C)(C)C	11.2	0.1	0.6	10.1	11.5	3.7	-11.6	-1.4	3.5	-1.0
COCc1[nH]nc2c1C(c1cc(OC)c(O)c(OC)c1)C(C#N)=C(N)O2 (stereo not given)	1.9	-0.3	7.0	1.5	-7.2	-0.5	-4.5	-0.5	-1.4	-0.7
N#C/C(=C\c1ccccc1)C(=O)Nc1cc(S(=O)(=O)N2CCOCC2)ccc1N1CCCC1	-7.5	0.2	-2.4	-0.5	1.4	-0.2	5.3	-14.6	17.2	0.8
Cc1ccc(C2Nc3ccccc3NC3=C2C(=O)CC(C)(C)C3)c(O)c1 (stereo not given)	5.5	-0.2	-0.3	1.0	5.0	-9.5	1.0	-1.0	-4.3	0.2
O=C(COc1cccc2c1CCNC2=O)Nc1cccc(F)c1	4.7	-0.1	-2.8	-5.8	8.7	-3.2	3.1	-2.2	0.8	-0.3
COc1c(Br)cc([N+](=O)[O-])c(OC)c1C(=O)NC(=O)Nc1c(Cl)cccc1Cl	6.5	0.4	-3.7	-2.6	8.2	-13.4	6.4	-14.9	0.1	0.9
COC(=O)[C@@H]1N=C(c2ccc(OC)cc2)O[C@]12C(=O)N(Cc1cn(Cc3ccccc3)nn1)c1cccc(Cl)c12	·	-0.7	7.4	16.2	·	-3.2	-0.6	-36.5	11.1	·
O=C(NNC(=S)Nc1ccc(Cl)cc1Cl)c1cccnc1	-18.8	0.1	-4.6	2.5	-8.7	-1.2	10.9	5.5	16.6	1.3
N#C/C(=C\c1ccncc1)c1ccc(NC(N)=O)cc1	1.9	2.3	-2.8	-33.0	2.4	1.3	-5.0	7.4	-0.2	2.0
CCCCNC(=O)N1CCCN(c2ccc(C#N)cn2)CC1	0.9	0.3	3.2	-5.0	-5.6	4.0	-0.1	-2.8	0.9	1.7
COc1ccc(CN2CCCC(C(=O)N3CCCCC3)C2)cc1 (stereo not given)	-3.3	-0.2	0.1	-7.3	-1.6	3.8	-0.5	0.8	-3.0	-1.1
COc1ccc(CCNC(=O)CCCn2nc(C)n3ccnc3c2=O)cc1OC	8.6	-0.6	3.8	3.0	-1.5	5.4	8.7	-0.9	0.5	0.6
COCCCNC(=S)NC(=O)c1ccccc1	-12.8	-0.2	-2.3	-3.7	2.7	1.0	4.4	-3.0	-3.6	3.1
CC(C)(C)c1ccc(/C=C2\Oc3c(ccc(O)c3CN3CCN(CCO)CC3)C2=O)cc1	10.7	0.6	-3.4	-161.1	-4.8	0.2	1.6	-27.4	-1.4	2.5
CN1CCN(Cc2cccc(Oc3ccccc3)c2)CC1	1.1	-0.1	·	3.8	3.2	·	-6.0	-9.7	-0.6	0.4
Cn1c(CCNC(=O)c2ccccc2)nc2ccccc21	-8.1	0.1	-2.2	-6.5	4.8	-3.2	0.3	1.6	-1.6	0.3
C[C@H](O)[C@@H]1CN2CCc3c([nH]c4ccccc34)[C@@H]2C[C@@H]1N(C)C(=S)Nc1ccc(C#N)cc1	7.0	0.5	-11.1	-54.6	-2.6	-0.2	-6.6	4.1	4.4	·
CC(C)CCNC(=O)NC(=O)COC(=O)C1CCN(S(=O)(=O)c2ccccc2F)CC1	1.8	0.8	7.3	-0.8	-0.5	-3.0	-4.6	-8.0	-4.9	3.9
O=C(CSc1nc2ccccc2c(=O)n1-c1ccccc1)NCC1CCCO1 (stereo not given)	2.5	0.6	1.1	3.5	2.2	-3.3	11.5	6.8	-6.0	-0.7
C/C=C/C=C/C(=O)N1CC2(CC(c3cccc(NC(=O)/C=C/C)c3)=NO2)C[C@@H]1C(N)=O (stereo not given in full)	3.7	-0.1	-0.8	2.0	-0.3	-0.1	3.2	-7.2	6.4	0.8

Individual results from the list:
For NPR1 activator, Cn1c(CCNC(=O)c2ccccc2)nc2ccccc21 is listed with -3.2
For rCAG binder, CC(C)CCNC(=O)NC(=O)COC(=O)C1CCN(S(=O)(=O)c2ccccc2F)CC1 is listed with -4.9

Remaining list, next part.
molecule	ARFGAP1 inh	proKLK7 act	NPR2 activator	ADAM10 inh	ASAP1 inh	NPR1 activator	Tn6 DDE FP	HGIII-sPLA2 inh	rCAG binder	FXN GAA850 act
CN1CCN(CCCNC(=O)CCc2nnc3n(Cc4ccccc4Cl)c(=O)c4ccccc4n23)CC1	-6.3	1.3	-0.1	5.4	-2.2	-0.9	-0.4	2.0	-4.4	0.5
COc1ccccc1-c1nc(-c2cccc(C)c2)no1	7.6	-0.6	-8.2	-3.0	6.3	3.0	-0.9	3.8	-3.4	0.7
COc1ccc(CCNC(=O)c2cc(S(=O)(=O)N3CCc4ccccc43)ccc2F)cc1OC	9.2	-4.8	-4.0	-80.3	-14.4	-2.2	7.5	-17.1	2.5	-2.0
COC(=O)c1oc2ccc(Br)cc2c1NC(=O)CN1CCN(C)CC1	-6.4	0.2	-4.6	-6.2	5.8	-0.9	-1.7	2.0	-3.3	0.6
O=C(Nc1cccc(F)c1)N1CCCC(CNS(=O)(=O)Cc2ccccc2)C1 (stereo not given)	8.8	-0.3	-1.9	6.2	4.4	1.7	3.2	-4.8	-1.0	0.9
O=C(COCc1ccccc1)N[C@@H]1c2ccccc2CC[C@@H]1OCc1ccccc1	-1.6	0.5	-10.3	1.4	-9.4	-19.0	-1.0	-4.7	0.9	-1.4
